Screens from PubChem BioAssay.
MC4R barr agon: agonists of human melanocortin 4 receptor (MC4R) beta-arrestin | P32245 | U2OS MC4R beta-arrestin complementation, luminescence; percent of melanotan II response, DMSO zero | activation, % at 8.9 µM | 360,000 tested, 0.98% active;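 active = activation above a per-plate cutoff, the mean activation of sample wells on that plate plus 3 SD, cut at about 8% in these data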
Target sequence (P32245 whole entry, looked up): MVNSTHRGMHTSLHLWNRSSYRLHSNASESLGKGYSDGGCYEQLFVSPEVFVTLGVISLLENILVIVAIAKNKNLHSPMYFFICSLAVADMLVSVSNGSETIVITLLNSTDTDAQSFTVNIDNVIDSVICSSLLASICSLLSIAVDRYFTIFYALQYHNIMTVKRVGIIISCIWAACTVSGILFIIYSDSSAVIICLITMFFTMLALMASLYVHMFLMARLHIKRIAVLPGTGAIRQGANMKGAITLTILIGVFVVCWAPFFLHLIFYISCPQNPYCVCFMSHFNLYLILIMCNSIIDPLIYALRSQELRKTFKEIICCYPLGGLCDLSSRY
MC4R antagonist: antagonists of human melanocortin 4 receptor (MC4R). P32245. MC4R-expressing cells, MTII-stimulated cAMP, LANCE TR-FRET. inhibition, % at 6.5 µM. 360,000 tested, 0.48% active;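 active = inhibition above its plate's cutoff, the mean of tested wells on that plate plus 3 SD, cut at about 29% in these data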;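 also: 0% = Melanotan II alone and 100% = Melanotan II plus saturating MCL0020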
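System: U2OS-MC4R stable cell line; Technique: Eu-cAMP/anti-cAMP TR-FRET, emission 671 nm; Repeats: single well per compound; Also added: Melanotan II; Dosing: one concentration, 6.5 µM nominal; Schedule: 30-min compound, 1-h challenge, 1-h detection, room temperature.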
m5-HT2A agonist: mouse HTR2A agonism via beta-arrestin recruitment; P35363; CHO-K1 mHTR2A beta-arrestin complementation, luminescence; percent of 30 µM serotonin response; activation, % at 7.6 µM; 360,000 tested, 0.66% active; AID 624169;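 active = activation above a run cutoff, the mean activation of all tested compounds plus 3 SD, cut at about 14% in these data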;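 also: 0% = plate median of compound wells and 100% = 30 µM serotonin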
Target sequence (P35363 whole entry, looked up): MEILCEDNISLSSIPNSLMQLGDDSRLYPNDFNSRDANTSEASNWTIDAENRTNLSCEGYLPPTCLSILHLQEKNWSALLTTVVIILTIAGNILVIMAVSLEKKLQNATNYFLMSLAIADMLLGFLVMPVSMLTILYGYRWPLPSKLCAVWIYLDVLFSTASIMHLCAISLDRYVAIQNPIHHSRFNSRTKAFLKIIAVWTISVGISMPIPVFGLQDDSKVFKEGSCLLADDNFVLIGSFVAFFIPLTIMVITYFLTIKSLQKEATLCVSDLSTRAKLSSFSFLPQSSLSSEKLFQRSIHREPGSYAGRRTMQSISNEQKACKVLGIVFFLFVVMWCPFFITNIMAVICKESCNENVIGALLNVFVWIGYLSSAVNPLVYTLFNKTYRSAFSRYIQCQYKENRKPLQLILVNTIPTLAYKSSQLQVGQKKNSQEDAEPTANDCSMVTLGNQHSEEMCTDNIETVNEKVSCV
ABHD5-PLIN5 inh: inhibitors of human ABHD5-perilipin-5 interaction; Split G. princeps luciferase complementation, luminescence, 4 h; inhibition, % at 4 µM; 360,000 tested, 0.78% active; AID 602281;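 active = inhibition above the mean inhibition across every tested compound plus 3 SD, cut at about 22% in these data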;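 also: 0% = DMSO only wells and the 100% control is not disclosed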
Cardio protect: modulators protecting cardiomyocytes from myocardial damage; H9c2 cardiomyocytes, H2O2 injury protection, ATPLite, 2 h; protection from H2O2 cell death, % at 20 µM; 360,000 tested, 0.63% active;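 active = compounds giving at least 50% protection of heart cells from peroxide-induced death in the single-dose screen, raw or plate-pattern-corrected value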;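 also: 0% = DMSO wells with peroxide and 100% = DMSO wells without peroxide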
hiPSC survival: increases survival of single human iPS cells. AID 602274. survival enhancement, % at 20 µM. 360,000 tested, 0.044% active. hiPSC single-cell survival, ATPlite luminescence; 100% = ROCK inhibitor wells, 0% = DMSO; in the data active = survival enhancement above about 18%;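 also: cells exposed to compounds for 16 hours before the ATP read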
N-glyco inh: N-linked glycosylation inhibition | D54 ERlucT glycosylation luciferase reporter, 24 h; percent of 100 nM tunicamycin response | reporter increase, % at 12.5 µM | 360,000 tested, 0.23% active | AID 588692;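 active = mean luciferase reporter signal, scaled so untreated is 0 and the glycosylation-blocking control 100, at or above a set limit in every replicate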;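 also: luciferase carries N-glycosylation sites so blocking glycosylation raises the light; 0% = median of neutral control wells and 100% = median of 100 nM tunicamycin wells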
Exocytosis inh: lytic granule exocytosis inhibition. TALL-104 LAMP-1 surface exposure, flow cytometry; cells stimulated with thapsigargin and PMA. inhibition, % at 10 µM. 360,000 tested, 0.66% active. AID 651702;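 active = inhibition above about 55%, limit read from the data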
ABCB6 inh 2: inhibitors of human ABC transporter ABCB6 | K562-ABCB6 porphyrin accumulation, flow cytometry, 1 h; hits give low values | 360,000 tested, 0.19% active | AID 602162 | Q9NP58 | fluorescence ratio to DMSO, % at 10 µM;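 active = fluorescence ratio to DMSO below 75%, the collection mean minus 3 SD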;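 also: signal is porphyrin accumulated inside mitochondria; 100% equals median channel fluorescence of DMSO control wells; lower ratio means ABCB6 inhibition with less porphyrin fluorescence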
aDG glyco act: alpha-DG glycosylation activation; 360,000 tested, 0.22% active; activation, % at 10 µM; AID 624168; Pro5-aDG cells, alpha-DG glycosylation AlphaScreen (IIH6); 0% Pro5, 100% B10-LARGE cell signal;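 active = activation of at least 8% versus controls, or a plate z-score of at least 8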;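 also: Pro5 are CHO cells carrying HIG-tagged alpha-DG that lacks glycosylation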
An asterisk follows results filed as active; nt = not tested or not shown.

Below each compound: MC4R barr agon	MC4R antagonist	m5-HT2A agonist	ABHD5-PLIN5 inh	Cardio protect	hiPSC survival	N-glyco inh	Exocytosis inh	ABCB6 inh 2	aDG glyco act
> Cc1ccc(NC(=O)Cc2c(F)cccc2Cl)cc1S(=O)(=O)N1CCOCC1
 : -0.5	5	-6	-2	9	-0.8	-3	14	89	0.1
> CCCCCNC(=O)C1CCC(Cn2c(=S)[nH]c3ccccc3c2=O)CC1 (stereo not drawn)
 : -0.3	3	0	0	-8	0.2	1	-2	102	0.1
> O=C(N/N=C/c1ccccc1OCc1ccccc1)c1cccs1
 : 0.9	-1	2	-4	8	-1.4	1	-1	96	0.6
> CC(=C1C(=O)c2ccccc2C1=O)N1CCN(C/C=C/c2ccccc2)CC1
 : -0.7	2	2	-1	0	1.8	-1	-2	93	-0.2
> O=C(C1CC1)N1CCN=C1SCc1cccc(C(F)(F)F)c1
 : -2.0	-9	2	-1	1	0.4	5	-1	85	0.0
> COCCNc1nc(NCc2cccc(OC)c2OC)c2sccc2n1
 : -0.6	1	-2	5	-7	1.6	-2	-4	86	0.2
> O=C(O)CSCC(=O)N1CCCN(c2ccc(C(F)(F)F)cn2)CC1
 : 0.5	-3	0	3	-3	0.1	2	-2	93	0.0
> CCOc1ccc2nc(NC(=O)CCn3cccc3)sc2c1
 : 0.1	-4	-1	4	-8	0.2	-4	17	111	-0.3
> CC(Cc1ccccc1)NC(=O)CSc1nc2nc3c(cc2c(=O)n1-c1ccccc1)COC(C)(C)C3 (stereo not drawn)
 : 0.7	1	5	6	10	0.9	0	-4	92	-0.1
> COCCn1c(NC(=S)NC(=O)C2CC2)cc(=O)[nH]c1=O
 : 1.6	-1	8	1	10	0.2	3	1	98	0.2
> COC(=O)c1ccccc1NC(=S)N1CCN(c2ccccn2)CC1
 : 1.4	6	8	-1	4	0.5	1	-1	102	0.0
> CC1CCCC(C)N1C(=O)COC(=O)C12CC3CC(CC(Cl)(C3)C1)C2 (stereo not drawn)
 : -1.4	8	6	1	-4	-2.2	1	2	100	-0.4
> N#Cc1c(NC(=O)CSc2ncn(-c3ccccc3)n2)sc2c1CCCC2
 : -2.3	1	0	1	0	2.5	-2	-2	95	-0.2
> Cc1cc(C)cc(NC(=O)C(=O)NCC2CCCN2S(=O)(=O)c2cccs2)c1 (stereo not drawn)
 : -2.2	-7	2	7	-3	0.7	-2	-5	94	0.0
> COc1cccc(OC)c1OCCOCCn1cnc2ccccc2c1=O
 : -0.8	4	18*	4	-1	-1.3	5	-4	99	0.0
> CCOC(=O)C1CCN(S(=O)(=O)c2ccc(NC(=O)OC)cc2)CC1
 : 1.2	0	8	-10	-2	1.5	1	-2	109	0.4
> CC(C)C[C@H]1COc2cc(N3CCC[C@H]3CO)ccc2S(=O)(=O)N1
 : nt	nt	2	1	nt	-0.2	nt	-3	93	0.1
> CCC1(c2ccccc2)NC(=O)N(CC(=O)c2ccc3c(c2)OCO3)C1=O (stereo not drawn)
 : -2.5	0	-2	7	2	0.3	2	2	97	-0.2
> CCCn1nc(Oc2nc(NC(C)C)nc(N(C)C)n2)ccc1=O
 : 0.4	25	0	0	-5	-0.1	1	0	99	-0.1
> COc1ccc(NCc2nnc(SCc3ccccc3)n2-c2ccc(OC)cc2)cc1
 : -1.4	14	-5	3	0	-2.5	-4	-6	101	0.3
> CSc1nc2ccccc2s1
 : 2.9	3	9	0	-1	0.6	-3	-2	92	0.1
> CCOC(=O)c1c(C)[nH]c(C(=O)CN2C(=O)NC(C)(CC(C)C)C2=O)c1C (stereo not drawn)
 : 0.5	12	1	1	18	-0.3	1	1	97	-0.1
> O=C(Cc1cccs1)NNC(=S)NCc1ccc(Cl)cc1
 : -2.2	1	-4	-8	-4	6.7	-1	1	106	0.2
> COc1ccccc1-n1c(SCC(=O)Nc2ccccc2F)nc2[nH]ncc2c1=O
 : 0.2	8	0	5	3	3.6	4	0	100	-0.2
> CCCCn1c(SC(C)C(=O)c2ccc(OC)cc2)nc2cc(S(N)(=O)=O)ccc21 (stereo not drawn)
 : -0.7	-7	5	5	-2	0.6	-2	7	103	0.0
> CCOc1ccc2ncc(C(=O)c3ccc(OC)cc3)c(N3CCN(CC)CC3)c2c1
 : 0.5	10	-2	8	4	3.2	-7	8	93	-0.1
> CCOC(=O)C1CCN(C(=O)c2ccccc2)c2scc(-c3ccccc3)c2C1=O (stereo not drawn)
 : -1.4	-8	-2	-1	-12	-0.6	-2	2	99	0.8
> CCOC(=O)C1CCCN(C(=O)Nc2cccc(Cl)c2)C1 (stereo not drawn)
 : -2.1	13	-2	-3	-5	0.9	-1	3	97	0.0
> CCCCOCP(=O)(CCCC)COCCCC
 : -0.6	6	6	6	-4	0.3	2	0	98	-0.1
> CCN(CC)CCCN1C(=O)c2oc3ccccc3c(=O)c2C1c1cccc(OC)c1OC (stereo not drawn)
 : -1.6	14	-3	3	3	-0.3	1	4	101	-0.2
> COc1ccccc1C(=O)Nc1ccc2c(c1)nc(CCNC(=O)c1ccccc1)n2C
 : -2.1	-14	5	10	16	-0.5	14	4	96	-0.2
> COc1ccc(NC(=O)/C(C#N)=C\c2cc(C)n(-c3ccc(Oc4ccc([N+](=O)[O-])cn4)cc3)c2C)cc1
 : -0.7	-1	-4	-2	-10	4.2	-1	-4	98	0.0
> CC(=O)c1cccc(N(CC(=O)Nc2cc(C)cc(C)c2)S(C)(=O)=O)c1
 : -2.6	-1	-4	-4	0	2.2	0	-1	98	0.1
> COc1ccc(C2CC(c3ccc([N+](=O)[O-])cc3)=NN2C(=O)c2ccccc2)cc1OC (stereo not drawn)
 : 1.1	8	-4	9	-11	-0.4	-1	-3	82	-0.3
> O=c1[nH]c(/C=C/c2ccc([N+](=O)[O-])cc2)c([N+](=O)[O-])c(=O)[nH]1
 : -1.8	6	-6	50*	4	-0.9	2	1	95	0.0
> O=C(NCc1ccco1)c1ccccc1NS(=O)(=O)c1cccs1
 : -1.4	7	1	1	0	-0.6	0	-3	101	0.2
> CCCn1c(CN2CCN(C(=O)OCC)CC2)nc2cc(NC(=O)C(C)C)ccc21
 : 1.7	-13	-2	4	2	-0.4	6	-8	102	0.0
> O=S1(=O)CC(c2ccccc2)=NN=C(c2ccccc2)C1
 : -1.3	-9	5	-6	-9	-2.8	-17	-10	101	0.1
> COc1ccccc1NC(=O)Cc1nnc(SCC(=O)Nc2ccccc2F)n1C
 : -1.1	-3	-1	3	-1	0.2	2	2	98	-0.2
> CCN(CC)CCNc1nc(-c2ccc(OC(F)F)cc2)c(C)s1
 : -2.5	-6	-5	8	-14	0.3	2	3	101	1.3
> CN(C)c1ccc(/C=N/NC(=O)c2ccc(Cn3cc(Br)cn3)o2)cc1
 : 1.9	-4	-3	-2	-2	6.7	1	-4	90	0.2
> COC(=O)c1ccccc1NC(=O)c1ccc(COc2cccc3ccccc23)o1
 : -1.2	9	3	3	3	-1.4	0	-1	97	1.3
> CC(=O)Nc1ccc(Sc2ccccc2C(=O)O)cn1
 : -1.5	-4	2	3	0	-0.5	2	8	100	0.2
> CCOC(=O)c1c(NC(=O)C2C3C=CC(C3)C2C(=O)O)sc2c1CCCC2 (stereo not drawn)
 : -0.3	7	2	-4	10	0.6	0	-1	97	-0.2
> COc1ccccc1-c1nc2cc3ccccc3cc2nc1-c1ccccc1
 : -2.0	17	3	1	-2	-0.1	2	1	101	4.9
> CCCCn1nc2cc(C(=O)NCc3ccc(C(F)(F)F)cc3C(F)(F)F)ccc2c1OCC
 : -1.0	-1	6	-3	-6	1.0	1	4	95	0.1
> COc1ccc(NC(=O)C2C(c3ccc4c(c3)OCO4)=Nc3ccccc3N2C(=O)c2cccc(C(F)(F)F)c2)cc1 (stereo not drawn)
 : nt	nt	-4	-9	nt	nt	nt	3	nt	-0.1
> Cc1cccc(C)c1NC(=O)C1NC(=O)CC1c1ccccc1 (stereo not drawn)
 : -1.4	0	4	-2	2	-1.3	-5	1	95	0.9
> CCOc1ccc(CSC(=N)N)cc1[N+](=O)[O-]
 : -1.1	0	-5	3	-1	16	15	-4	112	-0.1
> COC(=O)C1=C(C(=O)c2ccc(C)cc2)C(c2ccc(OC)c(OC)c2)n2nnnc2N1 (stereo not drawn)
 : -1.1	0	0	-5	10	3.6	1	4	94	-0.1
> COc1ccc(CCN2C(=NC(=O)CCC(=O)O)SC3CS(=O)(=O)CC32)cc1OC (stereo not drawn)
 : 0.1	3	-1	12	0	-0.1	4	-1	97	0.0
> O=[N+]([O-])c1ccc(NN=C(c2ccccc2)c2ccccc2)nc1
 : -1.2	-5	-4	5	-10	-0.8	-4	-3	94	0.0
> c1ccc(NCCc2ccccn2)cc1
 : -0.3	9	2	-1	-4	-0.6	-1	3	99	-0.1
> COc1ccc(-c2cc(-c3ccc(OC)c(OC)c3)n[nH]2)c(O)c1
 : -0.6	3	-4	3	20	-1.5	-7	4	95	-0.2
> Cc1ccc[n+](-c2[nH]c(=O)sc2/C=N/N=C(\[O-])c2cccnc2)c1
 : -1.8	-4	-7	18	-2	0.0	1	4	92	-0.3
> O=C(CN1CCN(C2CCCCC2)CC1)Nc1ccc(Br)cc1
 : 1.4	-3	2	4	3	-0.2	-1	1	99	-0.2
> C#Cc1ccc([C@H]2C=C(C(=O)N3CCN(Cc4ccc5c(c4)OCO5)CC3)O[C@@H](OCC)[C@@H]2CCCO)cc1
 : -1.1	14	-1	6	5	0.5	-1	1	102	0.0
> COc1ccc(C(=O)N(Cc2sccc2C)C2CCS(=O)(=O)C2)cc1 (stereo not drawn)
 : -2.0	2	8	5	2	-0.4	4	0	97	0.1
> CCOc1cc(NS(=O)(=O)c2ccc(OC)cc2)c(OCC)cc1NC(C)=O
 : 1.9	8	-4	3	-4	0.4	1	0	102	-0.3
> CN1CCN(C=Nc2nc3ccccc3nc2N2CCCC2)CC1
 : -2.4	11	-2	2	7	-0.4	2	-2	97	0.1

The final two compounds of the part above are carried over, then new ones follow:
Below each compound: MC4R barr agon	MC4R antagonist	m5-HT2A agonist	ABHD5-PLIN5 inh	Cardio protect	hiPSC survival	N-glyco inh	Exocytosis inh	ABCB6 inh 2	aDG glyco act
> CCOc1cc(NS(=O)(=O)c2ccc(OC)cc2)c(OCC)cc1NC(C)=O
 : 1.9	8	-4	3	-4	0.4	1	0	102	-0.3
> CN1CCN(C=Nc2nc3ccccc3nc2N2CCCC2)CC1
 : -2.4	11	-2	2	7	-0.4	2	-2	97	0.1
> CC(C)c1ccccc1NC(=O)COC(=O)COc1ccccc1[N+](=O)[O-]
 : -3.8	2	1	4	2	0.6	2	4	93	-0.3
> Cc1nc2ccccc2n1-c1nc(-c2ccco2)cc(C(F)(F)F)n1
 : -1.9	10	1	2	4	-1.1	-5	-2	95	-0.3
> Cn1c(CN2CCCC2)nc2cc(NC(=O)c3ccco3)ccc21
 : -1.9	0	-4	1	7	-2.8	-3	11	87	0.0
> COc1ccccc1Nc1cc(C)nc2c(C)cccc12
 : -1.5	8	0	4	-4	1.0	3	-3	107	0.3
> Cc1cc2c(cc1C)CSC(c1c(O)ccc3ccccc13)SC2
 : -0.2	5	5	-5	-40	-4.4	-4	76*	90	-0.2
